# BoNT F protease = blocks Botulinum neurotoxin F light chain protease; Multiplex microsphere protease cleavage assay, flow cytometry; inhibition, % at 10 µM; hit rate 0.22% among 360,000; in the data active = inhibition above about 35%, passing the limit was not always enough; inconclusive = no clear call, values can overlap the other calls; note: plate controls were buffer without enzyme for full effect and enzyme alone for no effect
# Anthrax LF inh2 = blocks Bacillus anthracis lethal factor protease. P15917. multiplex microsphere protease cleavage assay, LF. inhibition, % at 10 µM. hit rate 0.12% among 360,000. AID 588501; note: plate controls were buffer without enzyme for full effect and enzyme alone for no effect
# Target sequence (P15917 whole entry, looked up): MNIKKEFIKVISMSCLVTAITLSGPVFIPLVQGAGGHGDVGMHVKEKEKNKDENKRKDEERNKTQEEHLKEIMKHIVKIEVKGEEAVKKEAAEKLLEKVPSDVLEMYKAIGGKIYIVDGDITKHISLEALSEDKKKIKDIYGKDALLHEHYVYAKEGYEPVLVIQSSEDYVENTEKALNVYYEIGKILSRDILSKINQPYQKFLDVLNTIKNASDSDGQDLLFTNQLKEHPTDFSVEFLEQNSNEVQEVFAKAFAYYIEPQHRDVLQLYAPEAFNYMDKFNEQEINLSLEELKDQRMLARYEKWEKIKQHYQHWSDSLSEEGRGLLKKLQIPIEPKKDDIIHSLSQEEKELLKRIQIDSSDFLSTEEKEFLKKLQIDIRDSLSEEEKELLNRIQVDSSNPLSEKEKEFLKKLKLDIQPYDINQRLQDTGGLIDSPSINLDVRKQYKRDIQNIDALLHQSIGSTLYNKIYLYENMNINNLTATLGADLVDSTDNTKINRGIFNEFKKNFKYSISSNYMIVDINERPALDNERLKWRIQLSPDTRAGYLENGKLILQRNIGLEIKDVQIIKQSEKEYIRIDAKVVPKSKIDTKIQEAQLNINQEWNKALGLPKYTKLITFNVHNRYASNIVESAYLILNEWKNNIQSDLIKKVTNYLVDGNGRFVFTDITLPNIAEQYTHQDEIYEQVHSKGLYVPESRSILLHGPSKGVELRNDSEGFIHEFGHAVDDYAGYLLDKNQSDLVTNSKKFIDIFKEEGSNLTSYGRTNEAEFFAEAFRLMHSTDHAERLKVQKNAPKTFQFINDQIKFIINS
# Yp Topo-I inh = inhibitors of Yersinia pestis topoisomerase I; Y. pestis Topo-I cleavage product accumulation, plate reader; activity, % at 10 µM; hit rate 0.064% among 360,000; AID 504884; in the data active = activity above about 50%, passing the limit was not always enough; inconclusive = no clear call, values can overlap the other calls; note: inactives centre near 2
# BoNT-A LC inh2 = inhibitors of Botulinum neurotoxin A light chain protease; multiplex microsphere protease substrate cleavage, flow cytometry; inhibition, % at 10 µM; hit rate 0.17% among 360,000; note: plate controls were buffer without enzyme for full effect and enzyme alone for no effect
# CCHF vOTU inh = CCHFV vOTU protease inhibition. Pep-AMC fluorescence. inhibition, % at 11.5 µM. hit rate 0.55% among 370,000. AID 651958; in the data active = inhibition above about 30%; note: 0% = vehicle wells with enzyme and 100% = no enzyme wells
# FadD28 binding = M. tuberculosis FadD28 bisubstrate binding inhibition | hit rate 0.22% among 360,000 | FadD28 bisubstrate probe binding, fluorescence polarization | inhibition, % at 12.5 µM; in the data active = inhibition above about 8.5%, passing the limit was not always enough; inconclusive = no clear call, values can overlap the other calls
# PrPC TRFRET = inhibitors of human cell surface prion protein PrPC; TR-FRET read-out; inhibition, % at 13.8 µM; hit rate 0.43% among 370,000; AID 720596; in the data active = inhibition above about 24%; note: 0% = median of the test wells and 100% = reference compound wells
# TcdB GH inh = inhibitors of Clostridioides difficile toxin B glycohydrolase; P18177; TcdB glycohydrolase enzymatic assay, plate reader; inhibition, % at 9.99 µM; hit rate 0.24% among 350,000; in the data active = inhibition above about 10%
# PfHsp40 rescue = restores yeast growth despite PfHsp40 toxicity; AID 504582; growth rescue, % at 12.5 µM; hit rate 0.68% among 340,000; S. cerevisiae expressing PfHsp40, growth rescue, ATP luminescence; in the data active = growth rescue above about 28%, passing the limit was not always enough; inconclusive = no clear call, values can overlap the other calls;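 note: yeast W303a lacking pdr1 and pdr3 grown in galactose medium; growth measured after three days at 30 °C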
# * = called active by the depositor; ? = inconclusive; / = no result given. Cut-off read from the data, not from the text of the source, unless noted: active = inhibition above about 30%; inconclusive = no clear call, values can overlap the other calls; inactive = below that.
SMILES,BoNT F protease,Anthrax LF inh2,Yp Topo-I inh,BoNT-A LC inh2,CCHF vOTU inh,FadD28 binding,PrPC TRFRET,TcdB GH inh,PfHsp40 rescue
COc1ccc(-c2nnc(SCCC(=O)O)n2C)cc1OC,2,2,-2,-0.5,5,-3.4,-2,/,0.6
CCN1CCN(c2ccc(NC(=O)c3ccc(Cl)c(N4CCCC4=O)c3)cc2)CC1,-12,0,7,1.6,18,0.5,-5,-6.4,-1.5
O=C(Cn1ncc2c(=O)oc3ccccc3c21)N1CCN(c2ccccn2)CC1,0,1,-9,-0.3,10,-1.4,3,/,1.0
CCCCC1=NN(C(=O)c2ccco2)C(O)(C(F)(F)F)C1 (stereo not given),-4,0,0,0.2,3,-1.2,8,0.3,-0.3
C=CCn1c2ccccc2c2nnc(SCC(N)=O)nc21,-27,-7,1,0.3,6,-4.5,-12,0.7,0.8
CC(C)(C)N1C(=O)c2ccc(C(=O)Nc3ccc(O)cc3)cc2C1=O,-7,-13,10,-4.0,5,-2.7,16,22*,-0.4
CC(=O)c1ccc(NC(=S)NN2C(C)CCCC2C)cc1 (stereo not given),-9,-1,5,-0.9,5,-0.7,5,-0.2,0.6
CN(CC(=O)Nc1cccc(F)c1)C(=O)c1ccc(-c2ccc(Cl)cc2)o1,-7,-3,6,-2.6,3,-6.8,2,-2.1,9.5
COc1ccc(N2CCN(C(=O)CC(C)S(=O)(=O)c3ccc4c(c3)NC(=O)CO4)CC2)cc1 (stereo not given),1,-3,17,-0.3,0,1.7,1,2.1,-2.0
CCOc1ccc(N2C(=O)Nc3ccccc3C2(O)C(=O)NCc2ccc(OC)cc2)cc1 (stereo not given),2,3,-4,-1.2,-16,0.5,-1,-0.6,1.2
CCOC(=O)c1ccc(C(=S)N2CCCC2)cc1,-12,-8,1,-3.7,2,-2.0,2,1.3,0.5
Cc1cccc(S(=O)(=O)Nc2ccc(-c3ccc4nncn4n3)cc2)c1,4,-1,1,1.5,4,-3.1,-3,-0.1,-0.5
CN(Cc1nccn1C)C(=O)C1CCC(=O)N(CCc2ccc(Cl)cc2)C1 (stereo not given),5,0,5,-0.1,-6,/,-4,1.5,0.6
Cc1ccc(-n2nc3c(c2NC(=O)c2cccs2)CS(=O)(=O)C3)c(C)c1,3,-2,-9,0.5,8,-2.8,4,0.0,-0.8
COc1ccc(N(CCC#N)S(=O)(=O)c2cccc3nsnc23)cc1,-2,0,3,-0.3,17,0.1,-18,/,0.2
NS(=O)(=O)c1ccc(NC(=O)Nc2ccc(S(N)(=O)=O)cc2)cc1,/,/,-3,/,2,-1.4,7,-2.3,/
c1ccc(CNc2c3c(nc4ncnn24)CCC3)cc1,-4,-4,3,-0.6,-11,-4.1,10,2.3,-0.9
CCOC(=O)C1CCN(C(=S)Nc2ccc(S(N)(=O)=O)cc2)CC1,-2,2,-1,-0.2,-10,-2.1,-5,0.4,-0.6
CCN1CCN(C(CNS(=O)(=O)c2ccc(Br)cc2)c2cccnc2)CC1 (stereo not given),6,0,-2,-1.6,4,-2.5,-5,-1.3,-0.6
CCN(CC)S(=O)(=O)c1cccc(C(=O)N/N=C/c2cccc(O)c2O)c1,-4,0,-7,-1.1,12,-0.9,-4,0.2,-0.7
O=C(NCCN1CCOCC1)C(Sc1ccccc1)c1ccccc1 (stereo not given),?,-8,-1,?,-11,-2.8,-2,0.2,-0.9
CCc1ccccc1NC(=O)c1cc(-c2ccc(OC)cc2)on1,?,21,4,-2.7,-10,-0.1,2,1.8,0.4
CC(C)Oc1cccc(C(=O)C2CCCN(Cc3cnc(N4CCOCC4)s3)C2)c1 (stereo not given),-1,-2,28,-0.5,10,-1.2,2,-0.9,0.2
COc1ccc(C(O)c2nc(-c3cccc(NC(C)=O)c3)cs2)cc1 (stereo not given),-2,2,-1,-0.1,-7,-3.5,1,1.8,/
O=C(Nc1nccs1)c1ccc(Cl)s1,5,-2,-1,0.0,1,-0.9,6,0.0,-1.2
COc1ccccc1N1CCN(S(=O)(=O)CCNC(=O)c2ccc(OC(C)C)cc2)CC1,-1,2,20,0.0,12,-3.2,-1,2.3,1.2
Cc1cc(/C=C2/C(=N)N3C(=NC2=O)SN=C3S(C)(=O)=O)c(C)n1-c1ccccc1,1,-1,6,-0.5,16,-3.6,-1,0.7,0.8
CNC(=O)CCN(Cc1ccco1)S(=O)(=O)c1ccc(OC)c(OC)c1,?,-4,-6,?,-6,-0.4,0,1.9,0.0
COc1cc(CN=Cc2c(O)n(C(C)(C)C)c(=O)[nH]c2=O)cc(OC)c1,-8,-4,11,-0.4,6,-1.5,10,2.7,0.9
CCOC(=O)C1CCN(C(=O)Cc2c(C(=O)O)n(CC)c3ccccc23)CC1,-6,-7,7,-0.6,4,0.6,-2,/,-1.1
O=C(CN1CCOCC1)c1ccc2cc[nH]c2c1,1,-3,-6,-0.5,-11,-1.8,-2,0.0,-0.3
CCc1nnc(NC(=O)c2nc3nc(C)cc(C)n3n2)s1,2,-2,-2,0.2,4,-4.2,-2,/,-1.5
C#CCOCCOCCOCCNc1nc(N2CCN(C(=O)[C@H]([C@@H](C)CC)n3cc(CCCCN)nn3)CC2)nc(N2CCN(C(=O)[C@H](CCCCN)n3cc(CC(C)O)nn3)CC2)n1 (stereo not given in full),-9,-4,-1,-0.6,-6,0.5,2,0.8,0.7
CCC(C)N(C)C1CCN(C(=S)Nc2cccc(SC)c2)CC1 (stereo not given),-6,-4,1,-0.8,-9,1.2,0,0.7,0.1
O=C(Nc1ccc(O)c(-c2nc3ccccc3s2)c1)c1cc(=O)c2ccccc2o1,13,-1,4,1.9,-1,-2.6,-8,/,-1.6
CCC(=O)Nc1nnc(C(C)(C)C)s1,-13,3,-8,-0.1,-1,0.5,-2,/,-1.4
O=C1CN(C(=O)c2ccc(Cl)c([N+](=O)[O-])c2)c2ccccc2N1,6,32*,2,0.6,1,2.2,-12,1.0,-1.1
O=C(CNC(=O)COc1ccccc1)NCc1ccccc1F,-4,1,2,-0.2,2,0.9,-4,0.6,-0.4
O=C(CCn1cccc(C(F)(F)F)c1=O)Nc1cccc(C(F)(F)F)c1,-16,-3,5,-0.5,6,-1.8,-10,0.8,/
O=C1CC(c2ccncc2)c2cc3c(cc2N1)OCCO3 (stereo not given),3,3,-2,0.4,9,-2.9,-1,/,0.7

# Brought forward from above: 5 entries; new compounds follow.
SMILES,BoNT F protease,Anthrax LF inh2,Yp Topo-I inh,BoNT-A LC inh2,CCHF vOTU inh,FadD28 binding,PrPC TRFRET,TcdB GH inh,PfHsp40 rescue
CCC(=O)Nc1nnc(C(C)(C)C)s1,-13,3,-8,-0.1,-1,0.5,-2,/,-1.4
O=C1CN(C(=O)c2ccc(Cl)c([N+](=O)[O-])c2)c2ccccc2N1,6,32*,2,0.6,1,2.2,-12,1.0,-1.1
O=C(CNC(=O)COc1ccccc1)NCc1ccccc1F,-4,1,2,-0.2,2,0.9,-4,0.6,-0.4
O=C(CCn1cccc(C(F)(F)F)c1=O)Nc1cccc(C(F)(F)F)c1,-16,-3,5,-0.5,6,-1.8,-10,0.8,/
O=C1CC(c2ccncc2)c2cc3c(cc2N1)OCCO3 (stereo not given),3,3,-2,0.4,9,-2.9,-1,/,0.7
O=C(COC(=O)CC1CCCC1)Nc1ccc(Cl)cc1,?,0,9,0.2,5,-2.3,10,1.6,0.1
CCCCNc1c(-c2ccc(OC)c(SC3CCCCC3)c2)nc2cc(C)ccn12,-10,-5,24,-0.6,-6,-1.4,0,/,1.4
Cn1nc(C(C)(C)C)cc1C(=O)N1CCCCC1c1cc(C(=O)NCc2cccnc2)no1 (stereo not given),0,3,9,0.3,9,-0.9,-1,0.0,/
COc1ccc(NC(=O)CN2c3cccc4cccc(c34)S2(=O)=O)cc1,-4,-2,3,0.5,-9,-0.3,-2,/,-0.2
CCOc1ccc(NC(=O)Nc2nc(SCC)ns2)cc1,?,2,-8,-4.3,3,1.0,7,0.2,-1.4
COC(=O)C1=C(C)N(C)C(=O)NC1c1cc(Cl)cc(Cl)c1OC (stereo not given),-5,0,7,?,6,0.7,8,/,0.2
FC(F)Oc1ccc(NC(=S)NC2CCCCCCC2)cc1,-6,-1,10,-0.5,5,-0.5,9,0.6,2.2
COc1ccc(OC)c2[nH]c(=O)c(CCNC(=S)NC(C)(C)C)cc12,1,0,-2,-0.5,11,-2.0,1,0.9,0.9
CC(C)(C)NC(=O)NC(=O)CN1C(=O)NC(C)(c2ccccc2)C1=O (stereo not given),-7,-11,-13,-1.0,-16,-0.4,-8,-0.3,0.0
COc1ccc(CCN(C)CCCN2CC(c3ccccc3)CC2=O)cc1OC (stereo not given),-1,-1,1,0.5,12,-2.0,-12,-0.6,0.7
COC(=O)c1sc(-c2ccccc2)cc1NC(=O)c1ccc(OC)cc1,-1,-1,-4,0.2,-3,1.9,-5,-0.1,-1.0
O=C(Nc1ccc(F)cc1)Nc1cnccn1,1,0,4,0.3,7,-3.2,-3,1.6,-0.9
Cc1cccc(NS(=O)(=O)c2ccc(C)c(C(=O)N3CCN(C(=O)c4ccco4)CC3)c2)c1,-8,-3,13,3.1,1,-1.3,-4,-0.2,0.7
Brc1ccc(CN2CCSCC2)cc1,-4,0,9,-0.1,-11,-0.8,-2,1.1,-0.8
O=C(NC1CCN(S(=O)(=O)c2ccc(Cl)c(F)c2)CC1)c1cccnc1,-3,7,5,-2.1,-3,-2.8,3,2.1,0.0
CCCCSc1nc2c(cnn2-c2ccc(F)cc2)c(=O)[nH]1,-7,-3,-3,-0.9,-5,-2.3,-3,-0.2,-0.9
CC(C)(C)CC(C)(C)Nc1c(-c2ccc(O)cc2)nc2cnccn12,-1,-2,20,-1.5,-97,-1.8,4,1.1,-0.2
CC(C)(C)c1ccc(C(CC(=O)O)NC(=O)Cc2ccccc2)cc1 (stereo not given),5,6,0,-3.5,10,/,5,3.4,-1.1
CCOC(=O)C(C)N1N=C(/C=C/c2ccc(OC)cc2)CCC1=O (stereo not given),24,3,14,1.5,24,-0.9,-3,/,-1.6
COc1cccc(OC)c1C(=O)OCC(=O)Nc1ccc(OC(F)(F)F)cc1,-5,-3,28,-0.6,27,-2.5,-3,/,2.1
COC(=O)C1(C)NC(c2cccs2)C2C(=O)N(c3ccc(F)cc3)C(=O)C21 (stereo not given),-6,-2,7,-1.0,-10,1.5,1,/,-0.4
Cc1ccc(C)c(S(=O)(=O)NCC(=O)N2CCCC2)c1,?,16,4,1.3,-6,-1.4,16,0.6,-0.1
CC1CCCN(CCC(=O)Nc2ccc(F)c(F)c2)C1 (stereo not given),?,-14,-2,-5.2,4,-4.2,-10,0.5,-1.9
O=C(O)c1ccc2nc3c(nc2c1)-c1ccccc1C3=O,3,1,-3,1.8,8,0.5,-36,0.0,0.7
COc1ccc(C)cc1NC(=O)C1CCCN1C(=O)OCc1ccccc1 (stereo not given),5,-4,4,-0.2,5,0.3,5,/,0.2
CCN(CC)S(=O)(=O)N1CCC(C(=O)N2CCC3(CC2)OCCO3)CC1,2,-5,8,-1.1,-7,-0.4,3,-2.6,-1.4
O=C(CNC(=O)c1cccc(F)c1)N/N=C/c1ccc(O)c([N+](=O)[O-])c1,1,1,-6,0.0,8,0.6,-18,0.3,-0.7
COc1ccc(/C=N/NC(=O)c2ccc(N3CCCC3=O)cc2)cc1,3,-2,-8,0.9,19,-2.0,-2,1.5,-1.3
Cc1ccc(Nc2nc(/N=C/N(C)C)n[nH]2)cc1C,-2,-3,-1,-0.3,-17,0.4,3,1.0,1.2
NC(=O)c1ccsc1NC(=O)c1cc(=O)c2ccccc2o1,-1,2,2,0.4,2,-1.0,-1,1.7,0.8
C=CCC1(CC=C)CCCN1C(=O)c1cc(COc2cccc(OC)c2)on1,2,0,?,-0.2,7,-2.3,-3,1.3,3.4
O=C(c1ncc[nH]1)c1ccco1,-6,3,-4,0.1,15,-4.6,0,/,0.6

# Screening results: PubChem BioAssay, several laboratories
